Compound activity (PubChem BioAssay)
rad50: NCI yeast anticancer drug screen, S. cerevisiae rad50 strain | actives 10% (n = 79,000) | % growth inhibition at 50 µM | AID 155;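 note: 0% = growth of vehicle-only cultures of the same strain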
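Inhibition values express reduced yeast growth in compound-treated cultures relative to vehicle-treated controls.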
yeast mlh1 rad18: NCI yeast anticancer drug screen, S. cerevisiae mlh1 rad18 strain; actives 11% (n = 79,000); growth inhibition, % at 50 µM;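 note: 0% = growth of vehicle-only cultures of the same strain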
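In this whole-cell yeast screen, a strain with altered DNA damage repair is challenged with compound, and its growth is measured against matched vehicle-treated controls.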
bub3: NCI yeast anticancer drug screen, S. cerevisiae bub3 mutant strain; growth inhibition, % at 50 µM; actives 9.9% (n = 78,000);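 note: 0% = growth of vehicle-only cultures of the same strain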
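Whole-cell yeast assay. The mutant strain was incubated with compounds, and growth inhibition was determined by comparison with vehicle-treated cells.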
cln2 rad14: NCI yeast anticancer drug screen, S. cerevisiae cln2 rad14 strain; % growth inhibition at 50 µM; actives 8.3% (n = 78,000);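 note: 0% = growth of vehicle-only cultures of the same strain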
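cln2 rad14 yeast strain; compound exposure; growth inhibition read vs vehicle controls.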
sgs1 mgt1: NCI yeast anticancer drug screen, S. cerevisiae sgs1 mgt1 strain | actives 10% (n = 78,000) | growth inhibition, % at 50 µM;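 note: 0% = growth of vehicle-only cultures of the same strain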
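Mutant yeast exposed to compound; growth scored against vehicle-only wells.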
yeast mec2-1: NCI yeast anticancer drug screen, S. cerevisiae mec2-1 strain | growth inhibition, % at 50 µM | actives 9% (n = 79,000);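 note: 0% = growth of vehicle-only cultures of the same strain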
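Each compound was tested on mec2-1 yeast, a strain altered in DNA damage repair or cell cycle control. Growth inhibition is reported relative to vehicle.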
* marks the source's active call; other numbers are inactive results; nt = no result given; & = joins results of further samples. Cut-off read from the data, not from the text of the source: active = growth inhibition above about 70%; inactive = the rest.

SMILES | rad50 | yeast mlh1 rad18 | bub3 | cln2 rad14 | sgs1 mgt1 | yeast mec2-1
CCCCOC(=O)c1n[nH]c(C)c1N=NN(C)C | 99* | 99* | 99* | 99* | 99* | 99*
CC1(c2ccc(Cl)s2)NC(=O)NC1=O (configuration not stated) | -1 | -14 | 2 | -46 | -6 | -5
CCCCNC(=O)c1ccc(Cl)cc1Cl | 8 | -5 | -3 | 4 | -2 | -10
Cc1cc(C)c(CC(=O)c2ccccc2)c(C)c1 | 0 | -5 | 1 | -32 | -2 | -10
CN1CCCCC1C(O)CO (configuration not stated) | 11 | -27 | -3 | -47 | -8 | -6
COc1ccc(COC(=O)Oc2ccc(C#N)cc2)cc1OC | -14 | -5 | 7 | -10 | -5 | -2
O=S1(=O)OCCOS(=O)(=O)C1Cl | -16 | 0 | -4 | -4 | -16 | -34
CCCC(C)c1ccc(C(=O)O)cc1 (configuration not stated) | 10 | 21 | -18 | 11 | 4 | -11
Clc1ccc2c(Cl)ccnc2c1 | -20 | -4 | 0 | -45 | -25 | -17
N#CCCC(=O)O | 18 | 16 | 2 | 3 | 12 | 0
O=C(O)CC1(C(=O)O)CC2CCC1C2 (configuration not stated) | -19 | -17 | -4 | -54 | -10 | 16
CC(=O)O[C@H]1CC[C@@]2(C)C(CC[C@]3(C)C2CC=C2[C@@H]4CC(C)(C)CC[C@]4(C(=O)NCCN(C)C)CCC23C)C1(C)C (some centres not stated) | 77* | 98* | -21 | 5 | 73* | 95*
CN1C(=S)C(=N)OC1c1ccccc1F (configuration not stated) | 84* | 85* | 89* | 33 | 86* | 75*
O=C(CNc1ccc(Cl)cc1)c1ccc(Cl)cc1 | 24 | 29 | 42 | 16 | 37 | 9
CCC(CC)CC(=O)OC/C(=N\Nc1ccc([N+](=O)[O-])cc1[N+](=O)[O-])c1ccc(-c2ccccc2)cc1 | -31 | -7 | -12 | -34 | -3 | 0
S=C(NNC1=NCCN1)Nc1ccccc1 | -54 | -13 | -21 | 3 | -20 | -20
COC(=O)[C@H]1O[C@H]1c1cc[n+]([O-])cc1 | 21 | 8 | 6 | 16 | 11 | -3
COc1cc(N(Cc2ccc3oc(=O)c(-c4ccccc4)nc3c2)Cc2ccc3oc(=O)c(-c4ccccc4)nc3c2)cc(OC)c1OC | 30 | 9 | 15 | -35 | 14 | -2
COCCOC1=C(Cl)C(=O)c2c(O)ccc(O)c2C1=O | 90* | 89* | 90* | 90* | 92* | 91*
CC(C)N(CC(=O)NC(=O)c1ccccc1)C(C)C | -3 | -3 | 0 | -33 | -4 | -6
C/C(=N\NS(=O)(=O)c1ccc(C)cc1)c1c(C)noc1C | -13 | 13 | 6 | 4 | 13 | 8
S=c1cc(Cc2ccccc2)[nH]c(=S)[nH]1 | -1 | 5 | -14 | -8 | -6 | -11
c1ccc(C2=C(c3ccccc3)C2c2ccccc2)cc1 | 11 | 7 | -2 | -21 | -4 | -9
O=c1cc(-c2ccccc2)oc2c(N=Nc3ccccc3)ccc(O)c12 | 34 | -12 | 22 | 25 | 23 | -15
CCOC(=O)c1cnccc1CC1(C#N)c2ccccc2C=CN1C(=O)c1ccccc1 (configuration not stated) | 87* | 89* | 75* | 52 | 93* | 84*
CCCCCCCCCCOc1ccc(C=Nc2ccc(CC)cc2)cc1 | -19 | -18 | -10 | -12 | -9 | -1
CCOC(=O)C(NC(C)=O)(C(=O)OCC)C1CCCCC1=O (configuration not stated) | -11 | -20 | -11 | -3 | -33 | 3
Cc1cccc2c1Oc1ccccc1C2N1C(=O)/C(=C/c2ccc(Cl)c(Cl)c2)SC1=S (configuration not stated) | -4 | 0 | -18 | 34 | 7 | -10
S=C(Nc1ccccc1)N(/N=C/C=C/c1ccccc1)c1nnc(-c2ccccc2)c(-c2ccccc2)n1 | -15 | -25 | -12 | 4 | -45 | -17
O=C(O)C(Cc1ccc(C(=O)C(F)(F)F)cc1)NC(=O)C(F)(F)F (configuration not stated) | -1 | 3 | 10 | 3 | 1 | 6
CCCOC(=O)c1ccc(OCC)cc1 | -21&22 | -24&15 | -17&-11 | -43&-8 | 3&13 | -10&8
CCOCNC(=O)NCC(F)(F)C(F)(F)C(F)(F)C(F)(F)C(F)(F)C(F)(F)C(F)(F)F | -2 | 13 | -2 | -6 | -5 | -22
CCOC(=O)c1c(/N=C/c2cc(Br)cc(Br)c2O)sc2c1CCCC2 | -14 | -25 | -14 | -15 | -13 | -19
CCOC1OCCCC1Br (configuration not stated) | -2 | 9 | -12 | 3 | -8 | -16
Cc1ncc([N+](=O)[O-])n1CCN(C)C(=O)CCCn1ccnc1[N+](=O)[O-] | 1 | -53 | -42 | -10 | -23 | -29
Cc1cc(OC(=O)c2c(-c3c(Cl)cccc3Cl)noc2C)n(-c2ccc(NC(=O)c3c(-c4c(Cl)cccc4Cl)noc3C)cc2)n1 | 37 | 26 | 28 | 13 | 20 | 25

Some of these compounds in order of molecular weight, highest first.
SMILES | rad50 | yeast mlh1 rad18 | bub3 | cln2 rad14 | sgs1 mgt1 | yeast mec2-1
Cc1cc(OC(=O)c2c(-c3c(Cl)cccc3Cl)noc2C)n(-c2ccc(NC(=O)c3c(-c4c(Cl)cccc4Cl)noc3C)cc2)n1 | 37 | 26 | 28 | 13 | 20 | 25
CC(=O)O[C@H]1CC[C@@]2(C)C(CC[C@]3(C)C2CC=C2[C@@H]4CC(C)(C)CC[C@]4(C(=O)NCCN(C)C)CCC23C)C1(C)C (some centres not stated) | 77* | 98* | -21 | 5 | 73* | 95*
CCOC(=O)c1c(/N=C/c2cc(Br)cc(Br)c2O)sc2c1CCCC2 | -14 | -25 | -14 | -15 | -13 | -19
Cc1ncc([N+](=O)[O-])n1CCN(C)C(=O)CCCn1ccnc1[N+](=O)[O-] | 1 | -53 | -42 | -10 | -23 | -29
O=C(O)C(Cc1ccc(C(=O)C(F)(F)F)cc1)NC(=O)C(F)(F)F (configuration not stated) | -1 | 3 | 10 | 3 | 1 | 6
O=c1cc(-c2ccccc2)oc2c(N=Nc3ccccc3)ccc(O)c12 | 34 | -12 | 22 | 25 | 23 | -15
O=C(CNc1ccc(Cl)cc1)c1ccc(Cl)cc1 | 24 | 29 | 42 | 16 | 37 | 9
c1ccc(C2=C(c3ccccc3)C2c2ccccc2)cc1 | 11 | 7 | -2 | -21 | -4 | -9
CCCCOC(=O)c1n[nH]c(C)c1N=NN(C)C | 99* | 99* | 99* | 99* | 99* | 99*
O=S1(=O)OCCOS(=O)(=O)C1Cl | -16 | 0 | -4 | -4 | -16 | -34
S=C(NNC1=NCCN1)Nc1ccccc1 | -54 | -13 | -21 | 3 | -20 | -20
CC1(c2ccc(Cl)s2)NC(=O)NC1=O (configuration not stated) | -1 | -14 | 2 | -46 | -6 | -5
CN1C(=S)C(=N)OC1c1ccccc1F (configuration not stated) | 84* | 85* | 89* | 33 | 86* | 75*
CCCOC(=O)c1ccc(OCC)cc1 | -21&22 | -24&15 | -17&-11 | -43&-8 | 3&13 | -10&8
O=C(O)CC1(C(=O)O)CC2CCC1C2 (configuration not stated) | -19 | -17 | -4 | -54 | -10 | 16

Other entries follow:
SMILES | rad50 | yeast mlh1 rad18 | bub3 | cln2 rad14 | sgs1 mgt1 | yeast mec2-1
CC(C)(C)N1CCC(=O)C1=O | 24 | 18 | 6 | 8 | 2 | 23
CCOC(=O)C(C#N)=C(CC)CC | -4 | 0 | -12 | -4 | -9 | -12
c1ccc2c(c1)OCCOCCOc1ccccc1OCCO2 | -4 | -4 | -6 | 18 | 1 | 0
CC(=O)Nc1cc(NC(C)=O)c2ccc(=O)[nH]c2c1O | -3 | 5 | 15 | -8 | -4 | -4
O=C(O)c1nccc2c([N+](=O)[O-])cccc12 | -2 | -13 | -4 | -14 | 17 | 6
CC(=O)N/N=C1\NN(C(C)=O)C2(S1)C(=O)Nc1ccccc12 (configuration not stated) | 8 | 33 | 52 | 78* | 69 | 52
C/C(=N\NC(=O)c1ccccc1N)c1ccccc1O | 6 | 22 | 26 | 4 | 27 | -8
CC(C)C(=O)NC(=S)Nc1ccc([N+](=O)[O-])cc1C#N | 45 | 58 | 6 | 69 | 43 | 22
c1ccc(N2CCN(CCCN3CCc4c([nH]c5ccccc45)C3c3cccnc3)CC2)cc1 (configuration not stated) | -6 | -2 | -8 | 14 | -19 | -18
CCNC(=S)Cc1ccccc1 | 3 | -6 | -11 | -22 | -4 | 0
Oc1cc(O)c2c(c1)O[C@H](c1ccc(O)c(O)c1)[C@@H](O)C2 | 1 | -18 | -6 | 1 | 3 | -18
COc1cccc(NC(N)=O)c1 | -16 | -19 | -10 | -10 | -9 | -14
CCOC(=O)c1ncc(OCC)o1 | -9 | -15 | -13 | 5 | -6 | -2
O=C(NC(=O)c1ccccc1)Oc1cccc2ccccc12 | 18 | 23 | 11 | 8 | 20 | 0
Cc1ccc(NC(=O)CCCC(=O)CC(=O)c2ccc(Br)cc2)cc1 | 0 | -25 | -12 | -26 | -40 | -15
CCC(C)C(N)C(=O)NC(Cc1ccc(O)cc1)C(=O)O (configuration not stated) | 16 | 21 | -10 | 16 | -1 | -2
COc1nc2c(c(=O)[nH]1)N=C(c1ccc(Cl)cc1)CC(c1ccccc1)N2 (configuration not stated) | 5 | -24 | 48 | 20 | 36 | 18
CSc1ncc(CO)c(N)n1 | -16 | 1 | -1 | 1 | -3 | -21
O=C(O)/C=C\C(=O)NNC(=O)/C=C\C(=O)O | 6 | -24 | 5 | -19 | -5 | -3
O=C1c2ccccc2OCC1/C=N/O (configuration not stated) | 2 | -11 | -34 | 32 | -26 | -24
Cc1cc(=O)oc2c1c(C)nn2-c1cccc(Cl)c1 | -14 | -2 | -5 | -61 | 4 | -13
Cc1ccc(S(=O)(=O)NC(=O)C2(Br)S(=O)(=O)OCCOS2(=O)=O)cc1 | 1 | 12 | 25 | -55 | 6 | -28
CCOC(=O)N/N=C/c1ccc([N+](=O)[O-])o1 | 90* | 94* | 82* | 52 | 92* | 82*
COc1cc(/C=C/C(=O)c2ccccc2O)cc(OC)c1OC | -1 | 14 | -9 | -6 | 16 | -17

Some of the entries above in another layout.
molecule	rad50	yeast mlh1 rad18	bub3	cln2 rad14	sgs1 mgt1	yeast mec2-1
CCOC(=O)c1c(/N=C/c2cc(Br)cc(Br)c2O)sc2c1CCCC2	-14	-25	-14	-15	-13	-19
CCC(CC)CC(=O)OC/C(=N\Nc1ccc([N+](=O)[O-])cc1[N+](=O)[O-])c1ccc(-c2ccccc2)cc1	-31	-7	-12	-34	-3	0

(cont.)
SMILES | rad50 | yeast mlh1 rad18 | bub3 | cln2 rad14 | sgs1 mgt1 | yeast mec2-1
Cc1ccc(C(C)(O)C2CC2)cc1 (configuration not stated) | -11 | 18 | -36 | 19 | -18 | -34
O=C(Nc1cccs1)c1ccccc1 | 95* | 95* | 14 | 0 | 66 | 30
CCCCCCCCCCCCCCCc1cc(=S)n(C)c2ccc(C)cc12 | 25 | 16 | nt | nt | nt | -14
COc1ccccc1NC(=O)/C(=C/C1CC(=O)NC1=S)C(C)=O (configuration not stated) | -19 | -7 | 12 | 16 | -19 | -9
CC(C)=Cc1ccccc1C1(C)C(c2ccccc2)=C1c1ccccc1 | -3 | -4 | 0 | 26 | -9 | 9
C=C1C(O)CCC2(C)C1CCC1C2CCC2(C)C(C(C)CCCC(C)C)CCC12 (configuration not stated) | -5 | -2 | -4 | -40 | -3 | -5
Cc1ccc(NC(=O)OCC2CC3C=CC2C3)cc1NC(=O)OCC1CC2C=CC1C2 (configuration not stated) | -21 | 4 | -3 | -7 | -15 | -14
CCc1nnc(CC)n1NC(=O)Nc1ccc(C)cc1 | -5 | 1 | -8 | 7 | -4 | -14
